Bioassay records deposited in PubChem by several laboratories.
BH1578 lux ind – inducers of Vibrio cholerae quorum light production without autoinducers, primary screen, BH1578 luxS cqsA deficient, single point; V. cholerae BH1578 lux reporter, luminescence, 6 h; actives 0.16% (n = 350,000); AID 588436, 2011; activation, % at 18.7 µM; in the data active = activation mostly above about 9.7%, no sharp cut-off; note: not every result past the cut was called active; inactives centre near 0; reference of the scale not given here
Mtb BioA inh – M. tuberculosis BioA enzyme inhibitors, primary screen, biochemical, plate reader, single point, HTS; inhibition, % at 9.99 µM; purified M. tuberculosis BioA enzyme; AID 602481, 2012; actives 0.096% (n = 360,000); 7,8-diaminopelargonic acid synthase BioA (Mycobacterium tuberculosis); in the data active = inhibition above about 40%
Mtb FBA inh – Mtb FBA enzyme inhibitors, primary screen, biochemical, fluorescence, strain H37Rv; Fructose-bisphosphate aldolase (Mycobacterium tuberculosis (strain ATCC 25618 / H37Rv)), …; purified M. tuberculosis FBA, fluorescence read-out; inhibition, % at 1 µM; actives 2.3% (n = 360,000); AID 588726, 2011; in the data active = inhibition above about 27%;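 note: 0% = vehicle and 100% = reference inhibitor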
Target sequence (P9WQA3 whole entry, looked up): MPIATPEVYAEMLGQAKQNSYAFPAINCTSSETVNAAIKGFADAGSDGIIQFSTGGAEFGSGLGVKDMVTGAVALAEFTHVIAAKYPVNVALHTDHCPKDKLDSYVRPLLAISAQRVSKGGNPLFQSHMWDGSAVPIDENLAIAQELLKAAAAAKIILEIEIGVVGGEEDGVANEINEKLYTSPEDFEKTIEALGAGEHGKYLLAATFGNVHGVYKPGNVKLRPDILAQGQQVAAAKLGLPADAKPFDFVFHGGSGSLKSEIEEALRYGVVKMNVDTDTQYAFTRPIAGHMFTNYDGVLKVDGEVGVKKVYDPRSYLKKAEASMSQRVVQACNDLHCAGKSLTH
MazEF act – activators of E. coli MazEF toxin-antitoxin RNase, primary screen, biochemical, fluorescence, uHTS | Endoribonuclease toxin MazF (Escherichia coli (strain K12)), P0AE70 | FAM/BHQ RNA-DNA oligo cleavage fluorescence, 5 h | activation, % at 20 µM | actives 0.32% (n = 350,000) | AID 504720, 2011; in the data active = activation above about 50%
Target sequence (P0AE70 whole entry, looked up): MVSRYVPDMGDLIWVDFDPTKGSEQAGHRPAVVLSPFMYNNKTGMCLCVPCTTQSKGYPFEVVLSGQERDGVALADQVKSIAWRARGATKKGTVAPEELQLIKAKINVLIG
3CLpro inhibitor – SARS-CoV 3CLpro protease inhibitors, primary screen, biochemical, quenched FRET. Replicase polyprotein 1ab (Severe acute respiratory syndrome coronavirus), P0C6X7. recombinant SARS-CoV 3CLpro, quenched FRET peptide cleavage. inhibition, % at 6 µM. actives 0.14% (n = 290,000); in the data active = inhibition above about 12%
Rv3671c inh – Rv3671c serine protease inhibitors, primary screen, biochemical, fluorescence polarization, M. tuberculosis H37Rv; inhibition, % at 5.96 µM; actives 0.048% (n = 320,000); in the data active = inhibition above about 38%;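 note: extracellular domain of Rv3671c used as enzyme; 0% = enzyme with DMSO and 100% = no enzyme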
UGM FP inh – M. tuberculosis UGM enzyme inhibitors, primary screen, biochemical, fluorescence polarization, single point; purified UGM, fluorescence polarization probe displacement; actives 0.06% (n = 320,000); inhibition, % at 10 µM; UDP-galactopyranose mutase (Mycobacterium tuberculosis (strain ATCC 25618 / H37Rv)), …; in the data active = inhibition above about 10%, passing the limit was not always enough
Target sequence (P9WIQ1 whole entry, looked up): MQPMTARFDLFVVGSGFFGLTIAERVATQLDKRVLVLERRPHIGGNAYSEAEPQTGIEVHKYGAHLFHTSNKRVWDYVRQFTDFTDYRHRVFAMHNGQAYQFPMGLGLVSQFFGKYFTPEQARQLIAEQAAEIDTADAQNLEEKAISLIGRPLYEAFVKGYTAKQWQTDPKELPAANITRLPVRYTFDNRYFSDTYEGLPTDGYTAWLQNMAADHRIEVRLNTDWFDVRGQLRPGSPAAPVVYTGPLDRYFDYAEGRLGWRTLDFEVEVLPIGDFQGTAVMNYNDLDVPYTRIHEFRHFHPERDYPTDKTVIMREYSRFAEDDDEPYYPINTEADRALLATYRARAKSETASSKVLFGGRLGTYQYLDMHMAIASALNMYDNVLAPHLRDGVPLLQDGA
SSB-PriA inh – inhibitors of Klebsiella pneumoniae PriA binding to SSB C-terminal tail, primary screen, biochemical, AlphaScreen; AlphaScreen SSBct-PriA binding, biotinylated peptide; PriA–SSB C-terminal tail interaction (Klebsiella pneumoniae); inhibition, % at 33 µM; actives 0.6% (n = 430,000); in the data active = inhibition mostly above about 37%, no sharp cut-off; inactive = mostly below about 20%;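 note: plate controls were negative control peptide for no effect and reference peptide for full effect; strong numbers were not always called active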
GDH-TPI inh – GDH-TPI coupling enzyme inhibitors, primary screen, artefact control for M. tuberculosis FBA inhibitor project, biochemical, absorbance, full deck; GDH-TPI coupled enzyme counterscreen, NADH absorbance; inhibition, % at 4.8 µM; actives 1.2% (n = 360,000); in the data active = inhibition above about 30%;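 note: 0% = DMSO wells and 100% = wells lacking the enzyme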
DUSP3 inh – VHR1 phosphatase inhibitors, primary screen, biochemical, absorbance, uHTS | AID 1654, 2009 | inhibition, % at 13.3 µM | actives 0.52% (n = 290,000) | Dual specificity protein phosphatase 3 (Homo sapiens), P51452 | recombinant VHR phosphatase, pNPP absorbance; in the data active = inhibition above about 50%; note: some compounds called inactive have numbers as strong as hits
Target sequence (P51452 whole entry, looked up): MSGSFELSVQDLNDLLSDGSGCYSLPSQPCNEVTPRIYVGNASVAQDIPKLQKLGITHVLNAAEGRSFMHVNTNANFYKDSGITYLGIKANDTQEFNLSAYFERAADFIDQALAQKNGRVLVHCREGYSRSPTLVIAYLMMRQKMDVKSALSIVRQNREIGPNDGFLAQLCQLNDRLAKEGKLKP
Numbers without * were called inactive; i = inactive; / = not tested or not shown; & = joins results of further samples. This is a subset, so the mix of outcomes need not match the whole.

SMILES	BH1578 lux ind	Mtb BioA inh	Mtb FBA inh	MazEF act	3CLpro inhibitor	Rv3671c inh	UGM FP inh	SSB-PriA inh	GDH-TPI inh	DUSP3 inh
Cc1cccc(NC(=O)CN2CCN(CC(=O)Nc3cccc(C)c3)CC2)c1	1.6	-0.3	0	-1	-4	0	-3.2	-6	-6	26
O=C(COC(=O)CCc1nc2ccccc2c(=O)[nH]1)NC(c1ccccc1)c1ccccc1	0.0	-2.3	3	-3	0	-30	2.1	-11	7	-1
CSc1ccccc1C(=O)Nc1cccc([N+](=O)[O-])c1C	i	/	-2	7	4	7	-0.9	-3	6	38
CCOC(=O)c1ccc(S(=O)(=O)NNC(=O)COc2ccc(C)cc2)cc1	-0.2	/	2	-2	3	-10	1.2	-5	-1	-5
O=C(CCc1ccccc1)N1CCN(CCO)CC1	-0.2	-0.6	5	-4	-4	-4	2.8	-8	10	17
CCc1ccc(C(=O)N/N=C/c2ccc(Cl)cc2Cl)nc1	/	/	/	/	-5	0	-1.5	/	/	7
COc1ccc(OCCN2CCC(C(=O)NC(c3ccccc3)c3ccc4ccccc4n3)CC2)cc1 (configuration not stated)	i	-1.2	2	/	/	/	/	/	5	/
COc1ccc(OC)c2nc(-c3ccc4c(c3)OCO4)ccc12	-0.6	3.1	8	-1	-1	-6	-1.7	4	9	2
O=C(COC(=O)C1CCN(c2ccc(C(F)(F)F)cn2)CC1)NCc1ccc(F)cc1	-12	-0.5	0	-5	/	7	0.2	-18	0	/
CC(OC(=O)c1nsc(Cl)c1Cl)C(=O)NCc1ccco1 (configuration not stated)	-0.4	1.8	0	5	0	-5	-2.0	-9	10	25
CCc1nnc(NC(=O)c2ccc(Cl)c(S(=O)(=O)N3CCc4ccccc4C3)c2)s1	i	-1.4	2	0	5	-25	0.3	7	11	-7
CC(=O)Nc1cccc(-c2csc(Nc3ccccn3)n2)c1	i	0.0	1	2	-4	4	-1.5	17	-5	27
Nc1nc(SCC(=O)NCc2ccc3c(c2)OCO3)n[nH]1	-0.2	/	0	3	0	-12	1.8	-16&-1	-4	19
O=C(NS(=O)(=O)Nc1ccccc1)C1=C(N2CCCC2)COC1=O	-2.8	0.0	0	-6	/	0	-3.2	-5	-10	/
O=C(c1ccccc1O)N1CCOCC1	i	-1.8	0	-3	3	-2	-3.3	0	3	10
CCN(CC)C(=O)Cn1c(=O)oc2ccccc21	-0.4	/	-6	-2	-3	-1	3.5	-12	-14	14
CCOC(=O)C1CCN(CCC(=O)Nc2ccc(Br)c(C)c2)CC1	-0.3	-0.3	-3	9	3	/	-1.2	-2	0	47
CCc1nnc(NC(=O)c2ccc(NS(=O)(=O)c3ccccc3)cc2)s1	-0.3	-2.2	10	6	5	-9	3.3	-2	34*	4
CCOC(=O)C(C)Sc1ccc2nnc(-c3ccc(F)cc3)n2n1 (configuration not stated)	2.2	8.0	5	-4	-2	3	0.8	-21	-3	11
CCOc1ccccc1NC(=O)NC(C)c1ccc2c(c1)OCO2 (configuration not stated)	-0.1	-0.2	1	/	-4	4	1.4	/	2	23
CC(C)(C)NC(=O)C(c1c[nH]c2ccccc12)N(C(=O)Cn1nnc(-c2ccc(Cl)cc2)n1)c1ccccc1F (configuration not stated)	-0.3	/	-3	0	2	-28	2.0	-2	1	2
O=[N+]([O-])c1ccc(OS(=O)(=O)Cc2ccccc2)cc1	-3.6	/	-4	10	1	-15	1.3	-14	5	8
COc1ccc(S(=O)(=O)Cc2ccc(C(=O)N3CCN(c4cc(C)ccc4C)CC3)o2)cc1	-0.5	0.7	-4	7	4	4	-1.0	1	-15	6
COc1ccc(NC(=O)Cc2nnc(SCC(=O)Nc3nccs3)n2C)cc1	-0.8	-2.5	1	-10	-4	-8	-1.0	-9	5	40
Cc1cccc([N+](=O)[O-])c1NC(=O)COC(=O)C1CCCO1 (configuration not stated)	i	0.3	3	3	/	-3	1.0	-3	7	/

Next section.
SMILES	BH1578 lux ind	Mtb BioA inh	Mtb FBA inh	MazEF act	3CLpro inhibitor	Rv3671c inh	UGM FP inh	SSB-PriA inh	GDH-TPI inh	DUSP3 inh
Cc1ccccc1CN1CCN(S(=O)(=O)c2cccs2)CC1	-0.3	-2.7	2	0	-1	2	-0.6	-7	7	1
COc1ccc(NS(=O)(=O)c2cccc(C(=O)OCC(=O)N3CCN(c4ccc(OC)cc4)CC3)c2)cc1	i	-3.7	-3	-2	/	8	-0.8	13	1	/
CCC1CCCCN1CCNS(=O)(=O)c1ccc2c(c1)oc(=O)n2C (configuration not stated)	i	-2.7	2	10	-6	2	-2.4	-8	8	14
COc1ccc(C(CNC(=O)Nc2ccccc2)N2CCN(C)CC2)cc1 (configuration not stated)	-0.9	-0.7	0	12	-1	-8	2.1	0&-7	0	-3
COc1cccc(OC)c1C(=O)NC(=S)NCc1ccccc1	i	/	-1	9	0	0	-1.3	-16	-5	33
O=C(/C=C/NNC(=O)c1cccc(Br)c1)c1cccc(Br)c1	-2.0	-1.3	-1	-10	5	-20	0.8	14	-8	10
C/C(=N\O)C(C)(C)Nc1cccc(F)c1	i	/	1	1	4	0	0.4	/	1	-12
NS(=O)(=O)c1ccc(CCNC2CC(=O)N(CCc3ccccc3)C2=O)cc1 (configuration not stated)	i	-0.9	6	6	-5	-6	1.7	1	2	10
O=C(CS(=O)(=O)c1ccccc1)N1CCc2ccccc21	-0.4	/	3	8	0	5	0.6	-2	1	30
CC(C)CC1=C/C(=C/c2ccc(-c3ccccc3)o2)C(=O)O1	-0.3	/	10	6	1	-5	-0.5	-8	12	17
CCN(CC)c1ccc(C(=O)NNC(=O)CN2C(=O)NC3(CCCCC3)C2=O)cc1	i	-0.2	-1	2	/	3	/	6	13	/
COc1ccc(NC(=S)N2CCNC(=O)C2CC(=O)Nc2cccc(Cl)c2C)cc1 (configuration not stated)	-0.3	0.6	-5	4	2	-4	-1.6	-1	-2	-1
COc1cccc(CNC(=O)CN(C)S(=O)(=O)c2ccc3c(c2)n(C)c(=O)c(=O)n3C)c1	i	-0.6	-5	4	0	4	-3.5	1	11	-5
Cc1ccc(/C=C2/NC(=O)N(Cc3ccccc3)C2=O)o1	3.1	/	-3	20	3	-11	3.0	-8	8	2
Cc1ccc(NC(=O)CCNS(=O)(=O)c2ccc3[nH]c(=O)oc3c2)c(C)c1	i	-3.4	-8	6	0	-2	1.6	-9	2	-9
CN(CC(=O)Nc1ccccc1Br)C(=O)c1n[nH]c2ccccc12	-2.1	/	1	-21	/	/	/	-10	8	/
O=C(Nc1ccc(Br)cn1)c1ccc([N+](=O)[O-])o1	3.6	/	2	-2	-1	0	2.9	-7	18	6
CC(=O)N1CCN(C(=O)C2(NC(=O)Nc3ccccc3Cl)CCCCC2)CC1	i	/	0	10	-9	0	3.5	-3	-7	8
COc1cc(C(=O)N2CCN(C(=O)Cc3ccccc3)CC2)cc(OC)c1OC	i	6.0	0	6	2	7	0.9	-12	1	8
CCCNc1nc(-c2ccccc2)c(C(=O)OCC)cc1C#N	i	-1.4	6	-8	-4	-4	-0.6	-71	16	0
CCOc1ccccc1C1c2[nH]c3ccccc3c2C[C@H]2C(=O)N(C3CC3)CC(=O)N12 (some centres not stated)	-0.4	-1.2	-1	7	2	-3	-2.7	13	7	32
CCC(=O)Nc1cccc(NC(=O)CSc2nnc(-c3ccc(NS(C)(=O)=O)cc3)n2CC)c1	i	-1.0	-2	6	-6	-7	-1.3	-8	7	-32
COc1cc(/C=C/C(=O)NC(C)(C)C)ccc1OCc1ccccc1	-0.2	/	6	-8	-2	-14	1.5	-11	1	0
N=c1c2c(n(Cc3ccc(Cl)c(Cl)c3)c3c1CCC3)CCCC2	i	/	0	13	0	7	1.3	-11	-4	19
Cc1cc2c(NC(=O)CCCC(=O)O)cccc2nn1	-0.7	-0.3	3	5	-4	12	-1.5	2	5	8

Continuation.
SMILES	BH1578 lux ind	Mtb BioA inh	Mtb FBA inh	MazEF act	3CLpro inhibitor	Rv3671c inh	UGM FP inh	SSB-PriA inh	GDH-TPI inh	DUSP3 inh
Cc1ccc(N=Cc2ccc(N(C)C)cc2)cc1	0.6	-0.4	0	7	4	3	1.0	3	39*	10
Cc1cccc(NC(=S)N2CCN(c3cc(C)ccc3C)CC2)c1	-0.4	/	-5	6	-1	-1	1.4	10	-4	8
COc1cc(OC)cc(C(=O)NCCc2cnc[nH]2)c1	-0.6	0.1	-2	-23	4	-3	-0.3	-4	12	40
Fc1cccc(CSc2ccc3nnc(-c4ccccn4)n3n2)c1	i	/	0	1	-1	4	4.0	28	6	22
Cc1onc(-c2c(Cl)cccc2Cl)c1C(=O)Nc1nc(C(C)(C)C)cs1	i	-0.3	0	2	2	-8	0.1	-6	16	-10
Cc1cc(C)n2c(SCCC(C)C)nnc2n1	-0.6	-1.3	0	10	2	-3	-0.2	-11	4	19
N#Cc1ccc(N2CCCNCC2)nc1	i	-0.9	1	7	-1	-3	-2.2	-8	4	3
Cc1ccn2c(c1)nc(=O)c1cc(S(=O)(=O)N3CCOCC3)ccc12	-0.1	0.6	79*	8	8	3	0.1	-7	10	28
CSc1nc2ccc(S(=O)(=O)Nc3c(C)n(C)n(-c4ccccc4)c3=O)cc2s1	i	-1.2	2	-22	3	2	-2.1	-12	1	2
O=C(COc1ccccc1)N=C1SC2CS(=O)(=O)CC2N1c1ccc(F)cc1F (configuration not stated)	-0.3	-0.4	2	1	-6	0	1.8	-9	14	13
COc1ccc(OC)c(NC(=O)CCNS(=O)(=O)c2ccc3c(c2)oc(=O)n3C)c1	-0.5	3.9	-2	-7	2	1	-0.9	-2	4	-14
CCOC(=O)C1=C(C)N(c2ccc(C)cc2)C(=O)/C1=C\c1ccc(O)c(OC)c1	-2.1	/	-13	1	8	1	-1.5	-5	6	13
Cc1cc(C)c(-c2cc(NC(=O)COC(=O)c3ccc(NC(=O)CC#N)cc3)n(-c3ccccc3)n2)cc1C	i	-4.1	1	-31	/	42*	-1.4	6	8	/
CCCCC(CC)CNC(=O)c1[nH]c(C)c(C(C)=O)c1C (configuration not stated)	-0.9	9.7	3	7	-5	-7	2.4	9	4	5
Cc1ccc(-c2noc(C3CCCN(C(=O)c4cccc([N+](=O)[O-])c4)C3)n2)o1 (configuration not stated)	-2.2	-3.3	2	2	5	2	3.7	-6	7	-41
Nc1cc(S(=O)(=O)N2CCOCC2)ccc1N1CCOCC1	i	-0.7	2	3	/	0	0.2	1	-1	/
O=S1(=O)CCN2C(=N1)Sc1c2ccc2c1CCCC2	-1.9	1.7	0	3	2	0	-0.8	-12	0	-25

Reprinted from the entries so far, 4 compounds:
SMILES	BH1578 lux ind	Mtb BioA inh	Mtb FBA inh	MazEF act	3CLpro inhibitor	Rv3671c inh	UGM FP inh	SSB-PriA inh	GDH-TPI inh	DUSP3 inh
CCCCC(CC)CNC(=O)c1[nH]c(C)c(C(C)=O)c1C (configuration not stated)	-0.9	9.7	3	7	-5	-7	2.4	9	4	5
Cc1ccc(-c2noc(C3CCCN(C(=O)c4cccc([N+](=O)[O-])c4)C3)n2)o1 (configuration not stated)	-2.2	-3.3	2	2	5	2	3.7	-6	7	-41
Nc1cc(S(=O)(=O)N2CCOCC2)ccc1N1CCOCC1	i	-0.7	2	3	/	0	0.2	1	-1	/
O=S1(=O)CCN2C(=N1)Sc1c2ccc2c1CCCC2	-1.9	1.7	0	3	2	0	-0.8	-12	0	-25
